Bioassay records from PubChem BioAssay.
Yeast life ext = yeast lifespan extension | S. cerevisiae growth with nicotinamide, OD615; deaD strain in restrictive glucose medium | inhibition of the nicotinamide effect, % at 10 µM | actives 0.68% (n = 130,000) | AID 775;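 active = inhibition above a set limit, placed 3 SD over the median of all compounds, cut at about 26% in these data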;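 note: 0% = nicotinamide-treated wells and 100% = cells grown without nicotinamide; some compounds called inactive have numbers as strong as hits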
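System: DeaD-strain S. cerevisiae / Buffer or medium: CSMM-D, restrictive glucose (dextrose) synthetic minimal medium / Probe or stimulus: nicotinamide, 1.5 mM, co-present with compound / Compound: one concentration, 10 µM, DMSO 0.25% / Incubation: 48 h compound exposure at 30 °C, humidified / Technique: optical density (absorbance) at 615 nm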
Measles CPE = protection of cells from measles virus; Measles virus-infected cells, CPE protection, absorbance; protection (pct of control), % at 4 µM; actives 1.5% (n = 140,000); AID 841; in the data active = protection mostly above about 24%, no sharp cut-off; inactive = mostly below about 26%; note: some compounds called inactive have numbers as strong as hits
GALR2 blocker = blocks the human galanin receptor 2; GALR2-expressing cells, antagonist mode; O43603; actives 0.39% (n = 140,000); inhibition, % at 4 µM; in the data active = inhibition above about 27%;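 note: cells stimulated with galanin 1-16 at roughly its EC80; 0% = agonist challenge control and 100% = basal control without agonist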
Target sequence (O43603 whole entry, looked up): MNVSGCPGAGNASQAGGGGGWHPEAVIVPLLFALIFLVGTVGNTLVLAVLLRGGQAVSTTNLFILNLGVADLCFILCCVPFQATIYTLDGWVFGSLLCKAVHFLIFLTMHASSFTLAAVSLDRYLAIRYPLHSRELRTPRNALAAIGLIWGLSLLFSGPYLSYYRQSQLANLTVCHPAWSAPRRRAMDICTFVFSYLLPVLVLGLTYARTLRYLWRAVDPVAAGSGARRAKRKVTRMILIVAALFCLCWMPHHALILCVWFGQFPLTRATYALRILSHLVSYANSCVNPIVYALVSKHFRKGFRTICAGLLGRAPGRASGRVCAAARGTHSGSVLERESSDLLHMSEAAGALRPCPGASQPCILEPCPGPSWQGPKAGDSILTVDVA
HCT116 PTEN-null = PTEN-deleted cell growth suppression; HCT116 PTEN-null viability, CellTiter-Glo, 60 h; hits give low values; viability, % at 10 µM; actives 1.2% (n = 140,000); AID 827;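 active = viability at or below a set limit, 4 SD under the median of all tested compounds, cut at about 3.7% in these data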;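 note: PTEN knockout HCT116 line with beta catenin targeted HCT116 as companion control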
BB579 growth dn = chemicals that inhibit yeast BB579 growth in restrictive medium (lifespan-shortening candidates) | inhibition, % at 10 µM | actives 0.51% (n = 140,000) | S. cerevisiae BB579 growth, OD615, 48 h;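 active = inhibition above a set limit, 3 SD over the mean compound inhibition, cut at about 44% in these data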; note: inactives centre near -24
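test system = yeast BB579 (DeaD) | buffer or medium = restrictive CSMM-D medium | doses = single compound dose of 10 µM, 0.25% DMSO final | times = 4 h preincubation and 48 h exposure at 30 °C | technique = culture absorbance at 615 nm | benchmarks = amphotericin B 10 µg/mL, positive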
MRP-1 activ = activates MRP-1. H69AR cells + doxorubicin, viability rescue, CellTiter-Glo. viability increase, % at 10 µM. actives 0.61% (n = 140,000). AID 799;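 active = viability gain under doxorubicin at or above a set limit, the compound median plus 3 SD, cut at about 4.7% in these data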;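 note: MRP-1 overexpressing cells given doxorubicin 25 µM after compound pretreatment; 18-22 h compound pretreatment then 72 h with doxorubicin before readout; 0% = doxorubicin-only wells and 100% = vehicle-treated cells without doxorubicin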
NPY Y2 blocker = blocks the human neuropeptide Y Y2 receptor; P49146; NPY-Y2 expressing cells, antagonist mode; inhibition, % at 2.7 µM; actives 0.99% (n = 140,000); AID 793; in the data active = inhibition above about 17%;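 note: 0% = vehicle with agonist challenge and 100% = reference antagonist with challenge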
Target sequence (P49146 whole entry, looked up): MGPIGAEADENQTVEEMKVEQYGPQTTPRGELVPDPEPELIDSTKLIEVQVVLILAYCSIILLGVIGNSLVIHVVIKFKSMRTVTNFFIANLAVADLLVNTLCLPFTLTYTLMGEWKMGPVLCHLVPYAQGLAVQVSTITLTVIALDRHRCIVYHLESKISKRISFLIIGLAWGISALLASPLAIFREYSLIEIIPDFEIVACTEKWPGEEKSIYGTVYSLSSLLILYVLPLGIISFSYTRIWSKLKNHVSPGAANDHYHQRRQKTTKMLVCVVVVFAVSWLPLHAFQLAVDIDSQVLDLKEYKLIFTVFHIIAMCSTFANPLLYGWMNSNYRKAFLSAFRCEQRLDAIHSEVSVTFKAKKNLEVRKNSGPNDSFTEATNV
bCat KO growth = beta-catenin-lacking colon tumor cell growth suppression; HCT116 beta-catenin knockout viability, CellTiter-Glo, 60 h; hits give low values; actives 1.5% (n = 140,000); viability, % at 10 µM; AID 818;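 active = viability at or under a set limit, the compound median less 4 SD, cut at about 6% in these data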;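 note: 0% = Hyamine 1622 control at 20 µM and 100% = untreated cell control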
E-sel TNF inh = blocks E-selectin expression induced by TNF alpha; HUVEC TNFa-induced E-selectin immunofluorescence, high content; inhibition, % at 2 µM; actives 0.71% (n = 120,000);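 active = inhibition above the batch mean plus 3 SD, and confirmed as a hit on visual image review, cut at about 43% in these data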;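 note: 0% = TNF-stimulated DMSO wells and 100% = unstimulated control wells; not every result past the cut was called active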
Phagocyt inh = blocks phagocytosis by macrophages; J774A.1 macrophage IgG-bead phagocytosis, imaging; inhibition, % at 5 µM; actives 0.07% (n = 110,000); AID 1029;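 active = inhibition above the mean of the plate negative controls plus 5 SD, cut at about 13% in these data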;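 note: phagocytic index as fraction of beads internalized from green versus red external bead signal; plate controls were DMSO negative control for no effect and cytochalasin-D positive control for full effect; some results beyond the cut were filed as inactive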
* hit, by the source's call; . = no result given.

SMILES | Yeast life ext | Measles CPE | GALR2 blocker | HCT116 PTEN-null | BB579 growth dn | MRP-1 activ | NPY Y2 blocker | bCat KO growth | E-sel TNF inh | Phagocyt inh
FC(F)(F)c1nnc2c(Sc3ccccc3)nc3ccc(Cl)cc3n12 | -6 | 0 | 3 | 4 | -25 | -5.2 | 0 | 3.6* | -7 | .
COc1ccc(N2C(=O)/C(=C\c3ccco3)N=C2SCC(=O)NC(C)C)cc1Cl | -5 | 8 | 0 | 81 | 2 | -2.8 | 15 | 81 | 3 | -7
CCCNS(=O)(=O)c1ccc(CCC(=O)N2CCCCC2)cc1 | -8 | 9 | -8 | 96 | -26 | 0.1 | 1 | 94 | 9 | -1
COCCn1nnnc1C(c1ccc2ncccc2c1)N1CCc2ccccc21 (centres undefined) | -11 | . | -1 | 89 | -22 | -2.2 | 0 | 90 | -18 | -1
COCCn1c(=O)[nH]c2cc(C(=O)NCCN3CCN(c4ccc(OC)cc4)CC3)ccc2c1=O | -5 | 6 | -7 | 91 | -24 | -2.8 | 0 | 87 | -11 | .
O=C(O)CCS(=O)(=O)c1nc(-c2cccs2)cc(C(F)(F)F)n1 | 19 | 11 | 3 | 103 | -42 | -1.1 | 1 | 94 | 6 | -1
CCn1c(SCC(=O)c2ccc(NC(C)=O)c(OC)c2)nnc1-c1ccc(NS(C)(=O)=O)cc1 | -2 | 9 | -4 | 95 | -16 | -2.2 | 1 | 88 | 9 | -11
CCN(CC)S(=O)(=O)c1ccc(OC)c(NC(=S)Nc2ccc(C)c(C)c2)c1 | -4 | 13 | 3 | 91 | -22 | -2.9 | 2 | 89 | . | -10
CCN1C(=O)CS/C1=N\c1nccs1 | -4 | 7 | 1 | 103 | -30 | -1.2 | 2 | 102 | -13 | 0
N#CCSc1nnc(CNc2cccc(Cl)c2)o1 | -10 | 10 | -6 | 95 | 13 | -0.8 | 2 | 99 | -9 | 0
Cc1ccc(Cc2nc(-c3cccnc3)no2)cc1 | 9 | 11 | -1 | 104 | -68 | 2.8 | 7 | 103 | . | 1
O=C(CS(=O)(=O)c1ccc2ccccc2c1)Nc1ccccc1Cl | -4 | 12 | -3 | 90 | -16 | -2.3 | 5 | 104 | -14 | -6
O=c1cc(CN2CCc3ccccc32)nc2sccn12 | -6 | 4 | 4 | 95 | -66 | -1.2 | 3 | 85 | 1 | 0
O=C1N2CN(C(c3ccccc3)c3ccccc3)CN=C2SC1(CO)CO | -9 | 13 | 4 | 66 | -30 | -4.3 | 3 | 66 | 12 | 0
Cc1cc(Nc2ccccc2)nc(N)n1 | 13 | 17 | 11 | 92 | -42 | -1.0 | 8 | 94 | 35 | .
Cc1cccc(NC(=S)NC(=O)c2cc(-c3ccccc3)nc3ccccc23)c1 | -5 | 22 | 5 | 92 | -19 | -1.0 | 8 | 104 | -34 | -1
COc1ccc(CCN(Cc2cccs2)S(=O)(=O)c2ccc(-n3cnnn3)cc2)cc1OC | -8 | 38 | 13 | 68 | -47 | -4.0 | -1 | 75 | . | .
O=S(=O)(CCn1cccc1)CCn1cccc1 | -3 | 42 | -3 | 96 | -7 | -1.2 | 2 | 94 | -2 | .
Cn1c(CN2CCN(CC#N)CC2)c(C#N)c2ccccc21 | -12 | 7 | -7 | 89 | -21 | -1.5 | 4 | 75 | -20 | 0
Cc1ccc(S(=O)(=O)/N=C2/NC(=O)/C(=C\c3ccco3)S2)cc1 | -15 | 5 | 8 | 103 | -36 | -2.0 | 5 | 91 | -23 | -4
CCCC(=O)Nc1ccccc1NC(=O)C1CCCCC1 | -13 | 5 | -2 | 84 | -31 | -1.9 | -2 | 85 | -12 | -1
CCOC(=O)CCc1c(C)c(C#N)c2nc3ccccc3n2c1-n1ccnc1 | -3 | 0 | 7 | 97 | 0 | -3.8 | 1 | 98 | -15 | 0
Fc1ccc(-c2nnc(-c3ccc(Cl)cc3)o2)cc1 | -6 | 6 | 1 | 96 | -58 | -0.2 | 4 | 107 | -17 | 0
Cc1cccc(Cc2c(C)nc3c(C(=O)NCc4ccco4)cnn3c2C)c1 | -16 | 14 | -4 | 49 | -2 | -2.2 | 11 | 42 | -47 | 1
COc1ccc(OC)c(NC(=O)CC2SC(=Nc3ccc(F)cc3)N(CCC3=CCCCC3)C2=O)c1 (centres undefined) | 6 | 6 | -2 | 54 | -19 | -1.0 | 3 | 44 | . | -11

Arranged by count of non-hydrogen atoms (high to low): ten of the compounds above
SMILES | Yeast life ext | Measles CPE | GALR2 blocker | HCT116 PTEN-null | BB579 growth dn | MRP-1 activ | NPY Y2 blocker | bCat KO growth | E-sel TNF inh | Phagocyt inh
COCCn1c(=O)[nH]c2cc(C(=O)NCCN3CCN(c4ccc(OC)cc4)CC3)ccc2c1=O | -5 | 6 | -7 | 91 | -24 | -2.8 | 0 | 87 | -11 | .
CCn1c(SCC(=O)c2ccc(NC(C)=O)c(OC)c2)nnc1-c1ccc(NS(C)(=O)=O)cc1 | -2 | 9 | -4 | 95 | -16 | -2.2 | 1 | 88 | 9 | -11
COc1ccc(CCN(Cc2cccs2)S(=O)(=O)c2ccc(-n3cnnn3)cc2)cc1OC | -8 | 38 | 13 | 68 | -47 | -4.0 | -1 | 75 | . | .
COc1ccc(N2C(=O)/C(=C\c3ccco3)N=C2SCC(=O)NC(C)C)cc1Cl | -5 | 8 | 0 | 81 | 2 | -2.8 | 15 | 81 | 3 | -7
O=C(CS(=O)(=O)c1ccc2ccccc2c1)Nc1ccccc1Cl | -4 | 12 | -3 | 90 | -16 | -2.3 | 5 | 104 | -14 | -6
Cc1ccc(S(=O)(=O)/N=C2/NC(=O)/C(=C\c3ccco3)S2)cc1 | -15 | 5 | 8 | 103 | -36 | -2.0 | 5 | 91 | -23 | -4
Cn1c(CN2CCN(CC#N)CC2)c(C#N)c2ccccc21 | -12 | 7 | -7 | 89 | -21 | -1.5 | 4 | 75 | -20 | 0
CCCC(=O)Nc1ccccc1NC(=O)C1CCCCC1 | -13 | 5 | -2 | 84 | -31 | -1.9 | -2 | 85 | -12 | -1
Cc1ccc(Cc2nc(-c3cccnc3)no2)cc1 | 9 | 11 | -1 | 104 | -68 | 2.8 | 7 | 103 | . | 1
Cc1cc(Nc2ccccc2)nc(N)n1 | 13 | 17 | 11 | 92 | -42 | -1.0 | 8 | 94 | 35 | .

Going on with the list:
SMILES | Yeast life ext | Measles CPE | GALR2 blocker | HCT116 PTEN-null | BB579 growth dn | MRP-1 activ | NPY Y2 blocker | bCat KO growth | E-sel TNF inh | Phagocyt inh
CCOC(=O)NC(NCCc1ccccc1)(C(F)(F)F)C(F)(F)F | -4 | 1 | -10 | 104 | -6 | -0.8 | 7 | 101 | -5 | .
O=C(CCNS(=O)(=O)c1cccc2nonc12)NCc1cccs1 | -3 | 17 | 15 | 101 | -11 | -0.1 | 1 | 104 | -51 | -2
COC(=O)c1c(-c2ccc(C)cc2)csc1NC(=O)c1c(-c2ccccc2)noc1C | 2 | 20 | -13 | 45 | -45 | 4.1 | 3 | 45 | . | .
O=S(=O)(CCc1nc2ccccc2o1)c1ccc2ccccc2c1 | 1 | 0 | 12 | 113 | -11 | 0.0 | 8 | 98 | 14 | -1
O=C(Nc1cccc(S(=O)(=O)N2CCOCC2)c1)[C@@H]1CCCN1S(=O)(=O)c1ccc(Cl)cc1 | 2 | 10 | 1 | 87 | -58 | -2.0 | 2 | 94 | . | -2
COc1ccc(CC(=O)NN2C(=O)c3ccccc3C2=O)cc1 | 3 | 11 | 3 | 98 | -48 | 1.5 | 7 | 90 | . | -3
O=C(Cc1csc(-c2ccccc2)n1)NCc1ccccc1F | -4 | 6 | 9 | 97 | -14 | -1.1 | 5 | 96 | -7 | -4
CCc1ccc(/C=N/NC(=O)c2ccc(OC3CCCC3)cc2)s1 | -7 | 5 | -1 | 65 | -21 | -4.0 | 5 | 58 | 8 | 0
Cc1ccc(CSc2nc3c(c(SCC(=O)O)n2)CCCC3)cc1 | -7 | 19 | 6 | 108 | -9 | -1.0 | 4 | 101 | 14 | .
Cc1cc(C)n(-c2ccc3cccc(NS(C)(=O)=O)c3n2)n1 | -8 | 16 | -1 | 5 | -57 | -5.0 | 0 | 3.6* | 1 | 0
N#Cc1nc(N2CCCC2)nc(N2CCCC2)n1 | -12 | 19 | -3 | 16 | 8 | 0.7 | 2 | 11 | . | .
C=CCn1c(Br)nc2c1c(=O)[nH]c(=O)n2C | -12 | 2 | 3 | 102 | -19 | 0.2 | 0 | 94 | -14 | -1
Cc1nn(Cc2ccccc2)c(Cl)c1C(=O)OC1CCOC1=O (centres undefined) | -13 | 5 | 7 | 93 | -7 | -4.0 | 0 | 102 | -10 | 0
C1=C(CCNCC2CCCCC2)CCCC1 | -5 | 2 | -4 | 59 | -43 | -2.7 | 9 | 64 | -32 | -2
CCn1c(SCC(=O)NCC2CCCO2)nc2cc(S(=O)(=O)N3CCCCC3)ccc21 (centres undefined) | 0 | 30 | 4 | 95 | -16 | -0.9 | 1 | 94 | 12 | -1
O=C(CNC(=O)/C(=C\c1ccccc1)NC(=O)c1ccc(Br)cc1)OCc1ccccc1 | 0 | 3 | 4 | 83 | -16 | -3.3 | 10 | 94 | 36 | .
CCOc1ccccc1-n1c(SCC(N)=O)nnc1-c1ccccc1 | 7 | 8 | 0 | 107 | -41 | -1.6 | 0 | 92 | . | 0
COc1cccc(CNC(=O)C2CCCN(S(=O)(=O)c3c(C)n[nH]c3C)C2)c1 (centres undefined) | -10 | 10 | -2 | 105 | 21 | 0.6 | 0 | 102 | . | -2
O=C(NC(=S)NCC1CCCO1)c1ccc([N+](=O)[O-])cc1 (centres undefined) | -3 | 8 | 1 | 96 | -38 | -2.2 | 2 | 96 | . | 7
O=C(NCCc1ccccc1)c1ccc(OCCOc2ccccc2)cc1 | -10 | 8 | 2 | 95 | -20 | -2.4 | 0 | 97 | 2 | .
CN(C)CCNc1oc(-c2cccc(Cl)c2)nc1C#N | -5 | 12 | -10 | 70 | -20 | 0.6 | 2 | 71 | 10 | 0
Cc1ccc2[nH]c(=O)c(C(c3nnnn3C3CCCC3)N(Cc3cccnc3)Cc3ccco3)cc2c1 (centres undefined) | -8 | 18 | -1 | 69 | -60 | -4.5 | 4 | 74 | -13 | 0
Cc1occc1-c1nnc(SCC(=O)Nc2ccccc2)n1Cc1ccccc1 | -7 | 19 | 13 | 69 | -2 | -2.0 | 5 | 69 | 40 | 0
CC(=O)N1CCN(c2ccc(OC[C@H]3CO[C@](Cn4ccnc4)(c4ccc(Cl)cc4Cl)O3)cc2)CC1 | -7 | 19 | 16 | 47 | 93* | -3.4 | 1 | 44 | . | .
CC1(C)CC(NC(=O)c2coc(=O)c(Br)c2)CC(C)(C)N1 | 12 | 22 | -8 | 92 | -32 | -1.8 | -1 | 87 | . | 0
CCOC(=O)N1CCC(NC(=O)CCC(=O)N2CCOc3ccccc32)CC1 | 0 | 11 | -8 | 101 | -27 | -1.3 | 0 | 99 | -14 | .
